GALK inh: qHTS Assay for Inhibitors of Human Galactokinase (GALK) | P51570 | Purified GALK, Kinase-Glo residual ATP luminescence | Potency, µM (titrated, usually from 57.5 µM), inactives show top-dose activity change, negative = inhibition, usual class: inhibitors | 0.007% of 270,000 active; note: potency is the fitted concentration of half-maximal effect
Target sequence (P51570 whole entry, looked up): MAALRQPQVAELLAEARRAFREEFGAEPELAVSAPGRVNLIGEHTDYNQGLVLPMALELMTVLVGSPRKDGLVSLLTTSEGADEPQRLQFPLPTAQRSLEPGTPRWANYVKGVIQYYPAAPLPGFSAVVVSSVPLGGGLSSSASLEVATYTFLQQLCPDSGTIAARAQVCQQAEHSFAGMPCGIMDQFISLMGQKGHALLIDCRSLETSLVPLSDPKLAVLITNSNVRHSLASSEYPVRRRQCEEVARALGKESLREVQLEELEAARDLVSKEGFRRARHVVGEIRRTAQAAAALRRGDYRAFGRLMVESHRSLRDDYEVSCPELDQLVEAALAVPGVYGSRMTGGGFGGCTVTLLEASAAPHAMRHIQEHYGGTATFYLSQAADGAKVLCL
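5 nM enzyme, 35 uM ATP, 100 uM galactose, 20 mM HEPES pH8.0, 5 mM MgCl2; 1 h RT; residual ATP by Kinase-Glo Plus luminescence, qHTS format.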
B2AR arrestin: qHTS assay of beta-arrestin-biased ligands of beta2-adrenergic receptor; Beta-2 adrenergic receptor (Homo sapiens), P07550; beta-arrestin recruitment to beta2AR, cell-based reporter; Potency, µM (highest dose often 46.1 µM), inactives show at the top dose activation, actives largely listed as activators; 0.02% of 330,000 active; AID 492947, 2010;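 note: potency is the fitted concentration of half-maximal effect; 0% = DMSO controls and full agonism = EC100 isoproterenol or metaproterenol; nearly all actives have a fitted effect of over 65% in size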
KCNH2 3.1 inh: qHTS for Inhibitors of KCHN2 3.1: Mutant qHTS; Potassium voltage-gated channel subfamily H member 2, brain isoform KCNH2 3.1 (human); 0.95% of 340,000 active; U2OS KCNH2 3.1, thallium flux FluxOr; stronger effect = lower value; activity change, % (tested at about 1.8 µM);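 active = maximum activity change below -70%; inconclusive = maximum activity change from -70% to -50%; inactive = maximum activity change above -50%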;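 note: thallium influx rate constant from kinetic fluorescence after stimulation buffer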
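Thallium flux read-out: FluxOr dye with Red40 quencher in HBSS/HEPES, 45 min at RT. Rate constants from kinetic reads were normalized to positive and negative DMSO controls. Cells: U2OS virally expressing the 3.1 isoform.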
BCR signal inh: qHTS Assay to Find Inhibitors of Chronic Active B-Cell Receptor Signaling | Potency, µM (highest dose often 46.1 µM), without a hit: at the top dose ratio change, negative = lower green/red ratio, hits mostly inhibitors | 0.05% of 340,000 active | ABC-DLBCL IkBa-CBG/CBR reporter, luminescence ratio, 4 h | AID 493014, 2011; active = well fitted inhibition curve with a large enough effect in the signal ratio, with a control signal flat, not every such curve was filed as active; inconclusive = small, poorly fitted or top-dose-only effect, or effect the other way, or a change in a side signal; the % refers to the signal ratio;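 note: potency is the fitted concentration of half-maximal effect; plate controls were basal doxycycline-induced cells for no effect and cells given 10 µM MG132 for full effect; MG132 reads +100%, hits lower the ratio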
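Compounds up to 46 uM were incubated four hours with TMD8 cells whose green CBG68 luciferase is fused to IkappaBalpha; red CBR luminescence normalised the signal, and concentration-effect curves were fitted to fusion, red and ratio data.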
Eya2 phos inh: qHTS Assay for Inhibitors of the Phosphatase Activity of Eya2. Protein phosphatase EYA2 (Homo sapiens), O00167. AID 488837, 2010. 0.006% of 330,000 active. Potency, µM (doses to about 76.9 µM), inactives show top-dose activity, negative = inhibition, usual class: inhibitors. recombinant Eya2, OMFP fluorescence dephosphorylation (OMFP is methylfluorescein phosphate); note: potency is the fitted concentration of half-maximal effect
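Eya2 protein (added as 0.2 uM solution) was preincubated with compound for 10 min at ambient temperature in 50 mM HEPES pH 7.5, 50 mM NaCl, 5 uM MgCl2, 0.05% BSA, 1 mM DTT. OMFP (added at 50 uM) then reacted 10 min; fluorescence read at 485/525 nm.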
Coupling enz: qHTS Assay for Inhibitors of Fructose-1,6-bisphosphate Aldolase from Giardia Lamblia: Coupling assay counterscreen; 0.67% of 290,000 active; activity change, negative = inhibition, % at 58.2 µM, hits read low; coupling enzyme system counterscreen, AmpLite Red fluorescence; in the data active = activity change below about -30%
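Coupling enzymes only (glyceraldehyde-3-phosphate) + compound, at 57.5 uM final, 10 min RT; add substrate/coupling/AmpLite Red mix, 20 min RT; fluorescence ex 525/em 598 nm. Actives flag coupling-system interference.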
KCNH2 WT inh: qHTS for Inhibitors of KCHN2 3.1: Wildtype qHTS; U2OS, BacMam KCNH2, thallium flux FluxOr; stronger effect = lower value; activity change, % at 1.84 µM; 0.37% of 340,000 active; Voltage-gated inwardly rectifying potassium channel KCNH2 (Homo sapiens), Q12809;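 active = maximum activity change below -70%; inconclusive = maximum activity change between -70% and -50%; inactive = maximum activity change above -50%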
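U2OS cells transduced with wild-type KCNH2 virus are loaded with FluxOr dye for 45 min, and thallium flux is measured in kinetic reads before and after stimulation buffer. Rate constants are normalized to DMSO controls.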
uPA generation: qHTS for Inhibitors of Cell Surface uPA Generation; cell surface uPA generation assay, qHTS; Potency, µM (highest dose often 38.3 µM), inactives show at the top dose activity change, negative = inhibition, most hits filed as inhibitors; 0.31% of 330,000 active; AID 540303, 2011; active = well fitted inhibition curve with a large enough effect; inconclusive = small, poorly fitted or top-dose-only effect; inactive = no such curve, though single readings can be large or run the other way; tested in mouse RAW 264.7 cells; note: potency is the fitted concentration of half-maximal effect; nearly all actives have a fitted effect of over 55% in size
Giardia kill: Small Molecules that selectively kill Giardia lamblia: qHTS. Giardia lamblia trophozoite viability. activity change, % at 7.66 µM, hits read low. 0.15% of 340,000 active. AID 540267, 2011; in the data active = activity change below about -80%; inconclusive = between about -30% and that limit;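 note: parasites exposed to compound for two days anaerobically before the ATP read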
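Luminescence from cellular ATP indicates surviving trophozoites (100 cells/well) following 48 hrs anaerobic compound treatment at 37 deg C; signal develops 15-30 min at room temperature.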
PKM2 activator: qHTS Assay for Activators of Human Muscle isoform 2 Pyruvate Kinase; Pyruvate kinase PKM (Homo sapiens), P14618; purified PKM2, Kinase-Glo ATP luminescence, activation; response scale: 0% is enzyme alone, no compound; Potency, µM (doses to about 57.5 µM), inactives show at the top dose activation, usual class: activators; 0.34% of 260,000 active; AID 1631, 2009; note: potency is the fitted concentration of half-maximal effect; nearly all actives have a fitted effect of over 55% in size
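ATP formation by purified human PK-M2, quantified via coupled luciferase luminescence after 1 h at room temperature with 0.1 mM ADP and 0.5 mM PEP final.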
USP2a block: qHTS Assay for Inhibitors of Ubiquitin-specific Protease USP2a Using CHOP2 as the Reporter; 0.01% of 330,000 active; AID 463254, 2010; Potency, µM (top dose mostly 38.3 µM), for the others: at the top dose activity change, negative = inhibition, hits mostly inhibitors; USP2 core, Ub-CHOP2 coupled fluorogenic reporter, 485/531;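 note: potency is the fitted concentration of half-maximal effect; plate controls were DMSO wells for no effect and full inhibition by NEM control for full effect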
Target sequence (O75604 whole entry, looked up): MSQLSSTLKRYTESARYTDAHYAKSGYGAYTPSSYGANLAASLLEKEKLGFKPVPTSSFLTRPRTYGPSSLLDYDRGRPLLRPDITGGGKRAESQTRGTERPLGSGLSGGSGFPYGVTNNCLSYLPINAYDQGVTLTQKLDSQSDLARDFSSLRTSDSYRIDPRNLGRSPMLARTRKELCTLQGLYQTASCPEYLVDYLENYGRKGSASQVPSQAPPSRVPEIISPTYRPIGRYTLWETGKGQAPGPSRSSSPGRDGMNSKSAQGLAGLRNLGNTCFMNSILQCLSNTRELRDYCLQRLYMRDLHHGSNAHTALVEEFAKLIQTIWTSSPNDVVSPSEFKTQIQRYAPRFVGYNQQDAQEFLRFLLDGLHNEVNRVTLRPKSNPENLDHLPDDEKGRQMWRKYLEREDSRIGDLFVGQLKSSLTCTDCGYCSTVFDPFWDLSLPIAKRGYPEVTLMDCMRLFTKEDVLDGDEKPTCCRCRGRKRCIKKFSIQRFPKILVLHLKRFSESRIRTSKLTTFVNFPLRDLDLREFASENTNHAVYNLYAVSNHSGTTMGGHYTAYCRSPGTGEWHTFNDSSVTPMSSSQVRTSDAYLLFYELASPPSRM
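Cell-free coupled assay: 10nM USP2 core preincubated 30min RT with compound in Tris-HCl pH 8.0/CaCl2/CHAPS buffer, then 25nM Ub-CHOP2 and 25nM reporter substrate; fluorescence (Ex 485/Em 531) read after 60min RT, normalized to NEM inhibition, concentration-response curves fitted.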
* hit, by the source's call; ? = inconclusive; / = not tested or not shown. Unless noted, calls come from the whole dose curve; as a rule, active = well fitted curve in the direction sought with a large enough effect; inconclusive = small, poorly fitted or top-dose-only effect, or another doubt; inactive = no such curve, though single readings can be large; an effect the other way counts as inactive or inconclusive. Unless noted, % is set by controls: 0 for no effect and ±100 for the full control effect.

SMILES	GALK inh	B2AR arrestin	KCNH2 3.1 inh	BCR signal inh	Eya2 phos inh	Coupling enz	KCNH2 WT inh	uPA generation	Giardia kill	PKM2 activator	USP2a block
CCOC(=O)/C(=N\Nc1cccc(Cl)c1)Sc1nnc(-c2ccc(OC)cc2)n1C	2%	-0.6%	-27	0%	0%	0	-9	-4%	10	-2%	0%
CCOC(=O)N=Nc1c2ccccc2c2nc3no[nH]c3nc12	-3%	-0.7%	-3	6%	-1%	-51*	1	-16%	-96*	/	3%
Cc1cc(OC(C)C(N)=O)nc(-c2ccccc2)n1 (stereo unspecified)	-2%	-0.1%	-30	-2%	9%	1	2	-6%	-1	-2%	-2%
CN(C(=O)CSc1nnnn1C)C1(C#N)CCCCC1	/	-1.6%	14	-1%	-2%	/	-10	5%	-15	/	0%
COc1cccc2c1-c1c(O)cccc1C2=O	-1%	-0.9%	4	-2%	7%	-3	-18	-23%	-10	-3%	1%
NC1=NC(=O)CC(C(=O)Nc2cccc3ccccc23)S1 (stereo unspecified)	-1%	0.0%	-5	-9%	3%	0	-1	-1%	5	/	1%
COc1ccccc1CN1CCN(Cc2cc(OC)c(OC)cc2OC)CC1	-4%	-0.1%	5	-7%	4%	-10	1	5%	-29	1%	-15%
CCOC(=O)C1=C(N)OC(C)=C(C#N)C1c1ccco1 (stereo unspecified)	1%	-0.6%	8	-4%	-17%	1	-17	-1%	5	-1%	3%
Cc1ccc(C)c(S(=O)(=O)N2CCCCC2CCNC(=O)C(=O)NCc2ccccc2)c1 (stereo unspecified)	/	0.0%	-13	-1%	15%	/	3	-8%	19	/	0%
CC(C)(C)OC(=O)NCCCCCNC(=O)c1nc[nH]c1C(=O)NCc1ccc(CNC(=O)OC(C)(C)C)cc1	/	0.0%	-28	?	-9%	/	3	?	-18	/	-9%
CCCC(=O)Nc1ccc(C(=O)N/N=C/c2cccnc2)cc1	0%	-0.1%	9	?	-27%	0	1	-6%	3	-4%	0%
Cc1ccc(S(=O)(=O)N2CCC(=O)N(C(COCc3ccc(C(F)(F)F)cc3)Cc3ccccc3)CC2)cc1 (stereo unspecified)	/	0.2%	-7	?	-2%	-7	1	4%	9	-7%	-2%
O=C(CN1C(=O)c2ccccc2S1(=O)=O)N1CCN(c2ccccc2)CC1	-3%	-0.1%	5	?	-28%	1	-6	/	7	-6%	-1%
COc1ccc(C(=O)C2CCN(C(=S)NCCc3ccccc3)CC2)cc1	-2%	0.0%	-1	7%	10%	0	-5	5%	19	8%	4%
CC(C)C(=O)N/N=C/c1ccc(OCc2ccccc2)cc1	-2%	-0.3%	3	?	-2%	1	3	4%	7	-5%	-1%
CCC(=O)N1CCc2cc(S(=O)(=O)NC(C(=O)Nc3cccc(C)n3)C(C)C)ccc21 (stereo unspecified)	0%	0.2%	6	-3%	-5%	0	0	-3%	-8	-8%	0%
CCn1c(SCC(=O)N(C)Cc2ccc(OC)c(F)c2)nc2cc(S(N)(=O)=O)ccc21	-1%	-0.5%	-2	-1%	1%	2	3	10%	-7	0%	1%
CNC(=O)c1[nH]cnc1C(=O)N[C@@H](Cc1ccccc1)C(=O)OCc1ccccc1	-2%	0.2%	7	?	-2%	0	-31	0%	2	-3%	-3%
CCOc1ccc(-c2nnc(SCC(=O)N3CCN(c4ccccc4)CC3)o2)cc1	0%	-0.1%	10	1%	-3%	-1	-4	-5%	8	-1%	2%
CC(C)NC(=O)CSc1ccccc1C(=O)NNC(=O)Cn1ccc(C(F)(F)F)n1	/	-0.1%	-15	-2%	-18%	/	4	4%	11	/	-2%

In a second layout: entries from further up
canonical_smiles | GALK inh | B2AR arrestin | KCNH2 3.1 inh | BCR signal inh | Eya2 phos inh | Coupling enz | KCNH2 WT inh | uPA generation | Giardia kill | PKM2 activator | USP2a block
O=C(CN1C(=O)c2ccccc2S1(=O)=O)N1CCN(c2ccccc2)CC1 | -3% | -0.1% | 5 | ? | -28% | 1 | -6 | / | 7 | -6% | -1%
COc1ccc(C(=O)C2CCN(C(=S)NCCc3ccccc3)CC2)cc1 | -2% | 0.0% | -1 | 7% | 10% | 0 | -5 | 5% | 19 | 8% | 4%
CC(C)C(=O)N/N=C/c1ccc(OCc2ccccc2)cc1 | -2% | -0.3% | 3 | ? | -2% | 1 | 3 | 4% | 7 | -5% | -1%
CCC(=O)N1CCc2cc(S(=O)(=O)NC(C(=O)Nc3cccc(C)n3)C(C)C)ccc21 (stereo unspecified) | 0% | 0.2% | 6 | -3% | -5% | 0 | 0 | -3% | -8 | -8% | 0%
CCn1c(SCC(=O)N(C)Cc2ccc(OC)c(F)c2)nc2cc(S(N)(=O)=O)ccc21 | -1% | -0.5% | -2 | -1% | 1% | 2 | 3 | 10% | -7 | 0% | 1%
CNC(=O)c1[nH]cnc1C(=O)N[C@@H](Cc1ccccc1)C(=O)OCc1ccccc1 | -2% | 0.2% | 7 | ? | -2% | 0 | -31 | 0% | 2 | -3% | -3%
CCOc1ccc(-c2nnc(SCC(=O)N3CCN(c4ccccc4)CC3)o2)cc1 | 0% | -0.1% | 10 | 1% | -3% | -1 | -4 | -5% | 8 | -1% | 2%
CC(C)NC(=O)CSc1ccccc1C(=O)NNC(=O)Cn1ccc(C(F)(F)F)n1 | / | -0.1% | -15 | -2% | -18% | / | 4 | 4% | 11 | / | -2%

Following part
SMILES	GALK inh	B2AR arrestin	KCNH2 3.1 inh	BCR signal inh	Eya2 phos inh	Coupling enz	KCNH2 WT inh	uPA generation	Giardia kill	PKM2 activator	USP2a block
Clc1ccc(Nc2ncn[nH]2)cc1	0%	0.0%	-7	0%	-12%	-1	1	-4%	-13	0%	1%
COc1ccc(NC(=O)N2CCCC(CNS(=O)(=O)c3cccs3)C2)c(C)c1 (stereo unspecified)	6%	-0.8%	13	?	8%	-1	-3	/	-24	0%	-4%
COc1ccccc1COn1c(=O)c(-c2ccco2)[n+]([O-])c2ccccc21	0%	-0.9%	5	8%	-4%	-7	-16	-3%	0	9%	-1%
COc1ccccc1NC(=O)CSc1nccc(-c2ccco2)n1	/	-0.7%	9	-20%	-1%	/	-9	0%	-8	/	1%
CCOc1cccc(NCc2cc3c(C(C)(C)C)nn(-c4ccccc4)c3[nH]c2=O)c1	1%	0.3%	0	13%	-4%	-4	-9	12%	11	0%	-7%
COc1cc(NC(=O)CC(C)n2ccnc2)cc(OC)c1 (stereo unspecified)	2%	0.0%	13	?	9%	2	-2	2%	-5	/	3%
O=C(c1ccccc1/S(=N/S(=O)(=O)c1ccccc1)N1CCOCC1)N1CCOCC1 (stereo unspecified)	-2%	-0.2%	4	?	-9%	1	-4	-1%	-2	1%	-2%
COc1ccc(NC(=O)CC2C(=O)N(c3cccc(OC)c3)C(=O)N2CCC(C)C)cc1 (stereo unspecified)	-3%	0.0%	8	-15%	19%	-13	-23	/	1	-3%	0%
Cc1cccc2nc3c(nc12)-c1ccccc1C3=O	1%	0.2%	7	-2%	14%	2	-1	-1%	9	0%	0%
Cc1cc(C(=O)Cn2nnc3ccccc3c2=O)c(C)n1-c1c(C)n(C)n(-c2ccccc2)c1=O	4%	-1.2%	0	-1%	-6%	-1	8	11%	-9	-8%	2%
Cc1ccc(N=Cc2nc(-c3ccc(C)cc3)oc2O)cc1	12%	0.2%	5	1%	-1%	-1	/	0%	2	-5%	2%
CCc1c(C)c2cc(Cl)c(O)c(CN3CCCC3)c2oc1=O	3%	-1.0%	-8	0%	-25%	2	-2	5%	-8	/	-1%
Cc1ccccc1-n1c(SCC(=O)N2CCC(C(=O)O)CC2)nnc1-c1ccncc1	0%	-0.4%	-18	?	3%	4	-5	-6%	0	-19%	-21%
CC(=O)Nc1ccc(N2CC(C)(C)C2=O)cc1	4%	-0.1%	3	1%	-1%	0	-13	6%	?	-3%	2%
O=C(OCc1csc(-c2ccccc2)n1)c1ccc(O)cc1	-1%	-0.1%	-80*	-3%	2%	5	-12	-15%	8	3%	1%
NC1=NC(=O)/C(=C/c2cn(Cc3ccccc3)c3ccccc23)S1	-3%	0.9%	-9	?	-9%	1	9	-16%	5	10%	-2%

Assay outcomes (PubChem)
